Source: PubChem (several laboratories)
BAP1 inh = human BAP1 deubiquitinase inhibition; AID 436; actives 0.48% (n = 72,000); recombinant BAP1, Ub-AMC hydrolysis fluorescence kinetic; stronger effect = lower value; activity remaining (% of control), % at 20 µM; Q92560;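 active means activity remaining at or below 50% of control, provided the compound also passes the data quality filters; inactive means the rest, including low values that fail the filters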;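 further: 100% = DMSO wells rate and 0% = substrate alone blank rate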
Target sequence (Q92560 whole entry, looked up): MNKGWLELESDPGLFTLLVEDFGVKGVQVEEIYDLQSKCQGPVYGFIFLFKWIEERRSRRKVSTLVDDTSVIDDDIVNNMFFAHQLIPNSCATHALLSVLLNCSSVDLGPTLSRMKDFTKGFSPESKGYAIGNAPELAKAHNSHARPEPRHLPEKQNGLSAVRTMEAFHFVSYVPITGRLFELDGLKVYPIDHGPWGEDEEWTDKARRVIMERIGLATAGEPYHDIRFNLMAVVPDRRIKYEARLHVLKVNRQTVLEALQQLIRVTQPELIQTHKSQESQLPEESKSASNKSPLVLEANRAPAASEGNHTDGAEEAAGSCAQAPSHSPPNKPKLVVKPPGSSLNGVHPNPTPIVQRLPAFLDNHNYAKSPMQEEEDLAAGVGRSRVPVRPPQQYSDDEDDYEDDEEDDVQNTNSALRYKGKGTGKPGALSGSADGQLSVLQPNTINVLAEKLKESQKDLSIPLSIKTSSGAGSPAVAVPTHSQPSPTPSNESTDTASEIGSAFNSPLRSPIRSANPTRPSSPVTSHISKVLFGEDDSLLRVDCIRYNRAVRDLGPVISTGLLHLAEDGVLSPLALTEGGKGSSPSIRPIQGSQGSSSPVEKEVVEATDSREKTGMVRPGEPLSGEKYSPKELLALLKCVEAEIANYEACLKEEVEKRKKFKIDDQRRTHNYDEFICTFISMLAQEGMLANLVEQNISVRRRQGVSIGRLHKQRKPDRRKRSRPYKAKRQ
HePTP inh = human HePTP phosphatase inhibition; P35236; AID 521; inhibition, % at 20 µM; actives 0.64% (n = 110,000); recombinant HePTP phosphatase activity, OD absorbance; in the data active means inhibition above about 50%;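 further: plate controls were vehicle for no effect and reference inhibitor for full effect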
Target sequence (P35236 whole entry, looked up): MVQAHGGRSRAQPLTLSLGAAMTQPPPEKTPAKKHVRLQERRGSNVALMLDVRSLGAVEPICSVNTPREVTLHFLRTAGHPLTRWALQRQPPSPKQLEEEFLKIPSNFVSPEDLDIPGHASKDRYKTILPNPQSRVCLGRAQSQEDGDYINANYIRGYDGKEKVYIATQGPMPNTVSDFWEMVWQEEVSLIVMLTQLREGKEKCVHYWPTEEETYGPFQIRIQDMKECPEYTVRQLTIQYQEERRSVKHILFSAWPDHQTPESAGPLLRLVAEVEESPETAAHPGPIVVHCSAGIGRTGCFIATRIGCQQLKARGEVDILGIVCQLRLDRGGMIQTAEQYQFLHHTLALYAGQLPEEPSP
Numbers without * were called inactive; x = no result given; & = joins results of further samples. These rows are one share of the data, so the mix of outcomes need not match the whole.

SMILES | BAP1 inh | HePTP inh
Cc1ccc(O)c(CN2CCN(c3ccccc3)CC2)c1 | 86 | 13
CCn1c(O)c(C=NCc2cccs2)c(=O)[nH]c1=O | 88 | 10
NC(=O)OCCSc1nnc(-c2cccc(C(N)=S)c2)o1 | 99 | 4
COc1ccc(Cn2c(O)c(C=NCCN3CCOCC3)c(=O)[nH]c2=O)cc1 | 94 | 4
CC1(C)C2CC=C(CN3CCC(O)CC3)C1C2 (stereo not drawn) | 94 | -2
Cc1cc(C=C2C(=O)NC(=S)NC2=O)c(C)n1C | x | -2
Cc1cccc(-n2c(C)nc3cc(C(=O)N4CCC5(CC4)OCCO5)ccc32)c1 | 59 | 1
O=C(c1ccc2c(c1)ncn2C1CCCCCC1)N1CCC2(CC1)OCCO2 | 120 | x
Cn1c(O)c(C=NC2CC3CCC2(C)C3(C)C)c(=O)[nH]c1=O (stereo not drawn) | 107 | 5
CCCCCCOC(=O)C1CN1C(C)(C)CO (stereo not drawn) | x | 8
COc1ccc(CC2C(=O)NC(=O)NC2=O)c(OC)c1 | 102 | -12
C[C@@H]1O[C@H](C[N+](C)(C)C)CS1 | 94 | x
CCCCCn1c(=O)c(C(=O)Nc2ccncc2)c(O)c2ccccc21 | 35* | 8
Fc1ccc(C(OCCN2CCN(CCCc3ccccc3)CC2)c2ccc(F)cc2)cc1 | 86 | x
CCN(CC)S(=O)(=O)c1ccc(N=Cc2c(O)n(-c3ccccc3)c(=O)[nH]c2=O)cc1 | 94 | 2
CN(C)c1nc(-c2ccccc2)[n+](C)s1 | 114 | 3
Cc1ccccc1N1C(=O)NC(=O)/C(=C\c2cc(C)n(C)c2C)C1=O | x | 0
O=c1[nH]c(O)c([N+](=O)[O-])c(=O)[nH]1 | 179 | x
C=CCOC(=O)C1=C(C)OC(N)=C(C#N)C12C(=O)N(CN1CCOCC1)c1ccccc12 (stereo not drawn) | 82 | 9
CCN(CC)Cc1c[nH]c2ccccc12 | 97 | 2
COc1cc(OC)c(OC)cc1CNCCc1ccc(OC)c(OC)c1 | 92 | 2
O=C(O)CP(=O)(O)c1ccc(Cl)cc1 | x | -8
COc1ccc(C2C(C(=O)N3CCC4(CC3)OCCO4)CC(=O)N2c2ccc(OC)cc2)cc1 (stereo not drawn) | x | 9
O=C1NC(=S)NC(=O)C1=Cc1ccc(OCc2ccccc2)c(OCc2ccccc2)c1 | x | 6
CC1CCC(NCCc2ccc3c(c2)OCO3)CC1 (stereo not drawn) | 96 | -2&2

(continued)
SMILES | BAP1 inh | HePTP inh
Cc1ccccc1CN1CCN(C(=O)COc2ccc(Cl)cc2)CC1 | x | -1
CC(=NCCN1CCOCC1)c1c(O)n(-c2ccccc2C)c(=O)[nH]c1=O | 79 | 0
c1cncc(CN2CCN(C3CC4CCC3C4)CC2)c1 (stereo not drawn) | x | -16
Cc1cc(C)n2c(Br)c(CN3CC4CC(C3)c3cccc(=O)n3C4)nc2n1 (stereo not drawn) | 87 | -10
O=[N+]([O-])c1ccc(NCCNCCO)c2ncccc12 | x | -6
COc1ccc(-c2nc3ccccc3c(=O)n2-c2cccnc2)cc1 | x | 2
O=C1NC(=S)N(c2ccc(F)cc2)C(=O)/C1=C/c1ccc(Br)o1 | x | 104*
CCCNS(=O)(=O)c1ccc(OCC(=O)N2CCN(Cc3ccccc3)CC2)cc1 | 104 | 4
O=c1[nH]c2ccccc2c(=O)n1-c1ccccc1 | x | -3
CN1C2CCC1CC(OC(=O)c1ccc(Cl)cc1)C2 (stereo not drawn) | 112 | 5
CC1=CC(C)C(COC(N)=O)(COC(N)=O)C(C)C1 (stereo not drawn) | 97 | 10
Cc1nn(-c2ccccc2)c2c1CC1(C(=O)N(C)C(=O)N(C)C1=O)C1CCCCN21 (stereo not drawn) | 115 | -6
CCCC12CN3CC(CCC)(CN(C1)C3c1ccccn1)C2=O (stereo not drawn) | x | 1
COc1cc(C)c(CNCCc2ccccc2OC)cc1C | 98 | x
COc1cc2c3c(c1OC)-c1cc(O)ccc1CC3NCC2 (stereo not drawn) | 95 | -1
O=C(CN1C(=O)c2ccccc2C1=O)Nc1ccc(Cl)cc1C(=O)c1ccccc1 | x | -4
CN(C)CCc1nc2ccccc2c(=O)n1-c1ccccc1 | 79 | 8
CCOC(=O)c1c(C)n(Cc2ccco2)c2ccc(OC)cc12 | 88 | -9
CN1CCN(c2nc3ccccc3c(=O)n2-c2ccccc2)CC1 | 92 | 2
N[C@H](CCCCCP(=O)(O)O)C(=O)O | 100 | x
CCc1c(C)sc(NC(=O)C23CC4CC(CC(C4)C2)C3)c1C(=O)OC | x | -4
OC1(c2ccc(F)cc2)CC2CCC(C1)N2Cc1nnnn1C1CCCC1 (stereo not drawn) | 103 | 4
O=C1CCCC2=C1C(c1cccnc1)Nc1ccccc1N2 (stereo not drawn) | 81 | 5
Cc1c(C(=O)c2cccc3ccccc23)c2cccc3c2n1[C@H](CN1CCOCC1)CO3 | 68 | x
N[C@@H](Cc1c[nH]c2ccccc12)c1nnc(SCc2ccccc2)o1 | 107 | 4

Other structures.
SMILES | BAP1 inh | HePTP inh
O=C1c2ccccc2C(=O)N1CC1CS1 (stereo not drawn) | x | -9
CC(C)CC12CN3CCN(CC(C3)C1O)C2 (stereo not drawn) | 95 | 2
O=c1[nH]c(=S)n(-c2ccccc2F)c(O)c1C=C1C=CC=N1 | x | 103*
COCCCn1c(N)c(C(=O)OC(C)COC)c2nc3ccccc3nc21 (stereo not drawn) | x | 7
CCCCn1c(=O)c(C(=O)Nc2cnccn2)c(O)c2ccccc21 | 75 | 9
Cc1ccc(S(=O)(=O)N(C)CCCC(=O)N2CCN(c3ccccn3)CC2)cc1 | 97 | 12
Cc1nc2ccccc2c(=O)n1-n1cnnc1 | 108 | 6
CCCCCCn1c(=O)c(C(=O)Nc2c(C)n(C)n(-c3ccccc3)c2=O)c(O)c2ccccc21 | 31* | 3
NNCc1cccc(O)c1 | 90 | x
Clc1ccc2c(N3CCNCC3)ccnc2c1 | 128 | 4
CC(Cc1ccccc1)[n+]1cc(/N=C(\[O-])N(C)C)on1 (stereo not drawn) | 84 | -2
CCn1c(=O)cc(OCC(=O)N2CCC3(CC2)OCCO3)c2ccccc21 | 96 | 1
Cc1cc(Cl)ccc1OC(C)C(=O)O (stereo not drawn) | 105 | 1
CN1C(=O)N(C)C(=O)C2(Sc3ccccc3C2=O)C1=O | 108 | -5
CC1(C)CN1S(=O)(=O)c1ccccc1 (stereo not drawn) | x | -9
O=C(Nc1ccc(Cl)cc1C(=O)c1ccccc1Cl)c1ccc([N+](=O)[O-])s1 | 152 | x
C[N+]1(C)CCOC(O)(c2ccc(-c3ccc(C4(O)C[N+](C)(C)CCO4)cc3)cc2)C1 (stereo not drawn) | 90 | x
Cc1ccc(C2(O)CCN3CCCCC32)cc1 (stereo not drawn) | 106 | 4
CCOc1cc(C(=O)N2CCC3(CC2)OCCO3)cc(OCC)c1OCC | x | 1
O=C1NC(=S)N(c2ccc(F)cc2)C(=O)/C1=C/c1ccc2c(c1)OCO2 | x | -6
CCC(=NCCCO)c1c(O)n(-c2ccc(OC)cc2)c(=O)[nH]c1=O | 103 | 4
C=CCn1c(O)c(C=Nc2ccc(N(CC)CC)cc2)c(=O)[nH]c1=O | 82 | 9
CCOC(=O)c1c(-n2c(C)cc(C=C3C(=O)NC(=S)NC3=O)c2C)sc2c1CCCC2 | x | 0
O=[N+]([O-])c1cccc(CNCCc2cccc(F)c2)c1 | x | 3
CCCCn1c(O)c(C(CC)=NCc2ccc3c(c2)OCO3)c(=O)[nH]c1=O | 82 | 5

Of the compounds above, 2 contain an aryl thioether with sulfur outside any ring:
SMILES | BAP1 inh | HePTP inh
NC(=O)OCCSc1nnc(-c2cccc(C(N)=S)c2)o1 | 99 | 4
N[C@@H](Cc1c[nH]c2ccccc12)c1nnc(SCc2ccccc2)o1 | 107 | 4

Next entries follow.
SMILES | BAP1 inh | HePTP inh
O=C(c1ccccc1)c1cn(CC(=O)N2CCOCC2)c2ccccc12 | 61 | x
C[C@]12CCC(=O)C=C1CCC1C2CC[C@@]2(C)C1CC[C@@]2(O)CC#N (stereo partly drawn) | 93 | -5
CCc1nc2ccccc2c(=O)n1-c1cccc(OC)c1 | 107 | 11
Cn1c(O)c(C(c2ccncc2)c2c(O)n(C)c(=S)n(C)c2=O)c(=O)n(C)c1=S | x | -7
NCC(O)c1ccc(O)cc1 (stereo not drawn) | 94 | x
O=C1NC(=O)C(=Cc2ccc(-c3ccc([N+](=O)[O-])cc3Cl)o2)C(=O)N1 | x | 11
COc1cc2nc(CN3CC=C(c4ccccc4)CC3)[nH]c(=O)c2cc1OC | 106 | 6
O=C(NC(Oc1ccccc1Br)C(Cl)(Cl)Cl)c1ccco1 (stereo not drawn) | x | 7
C=C(C)[C@H]1Cc2c(ccc3c2O[C@@H]2COc4cc(OC)c(OC)cc4[C@@H]2C3=O)O1 | 75 | x
O=C(c1ccc2nc(-c3ccco3)c(-c3ccco3)nc2c1)N1CCC2(CC1)OCCO2 | 81 | 6
Cc1ccc(C=C2C(=O)NC(=S)N(c3ccccc3F)C2=O)s1 | x | 11
CNC(=O)OCC[N+](C)(C)C | 100 | x
O=c1oc2ccccc2c2c1C(c1ccc(Br)cc1)c1c(c3ccccc3oc1=O)O2 | x | -4
CCN(CC)C(=O)c1ccc(NC(=O)c2cc(-n3cnnc3)ccc2Cl)cc1 | 92 | 6
CCCCn1c(=O)c(C(=O)Nc2ccc(Br)cc2)c(O)c2ccccc21 | x | 8
Cc1cccc(-n2c(=S)[nH]c3ccccc3c2=O)c1 | x | 8
CC(=O)NC1CC2CCCC(C1)N2 (stereo not drawn) | 117 | 4
O=Cc1cn(Cc2ccc(Cl)c(Cl)c2)c2ccccc12 | x | 7
C=CCN1C(=O)C2(C(C(=O)OCC)=C(N)Oc3ccccc32)C2=C1CCCC2=O (stereo not drawn) | 105 | 4
CCOc1cc(C)cc2oc(=O)c3c(c12)CCCC3 | x | 9
CCC(C)N1CCN(Cc2cccc(OC)c2OC)CC1 (stereo not drawn) | x | 4
COC(=O)C(O)(c1c(C)[nH]n(-c2ccccc2)c1=O)C(F)(F)F (stereo not drawn) | 101 | 4
Cc1cc(Cl)ccc1OCC(=O)N1CCN(C)CC1 | 89 | 8&-8
O=C(CNC(=O)c1cccc(Cl)c1)Nc1ccc(Br)cc1C(=O)c1ccccc1 | 53 | x
COC(=O)c1cc(C(O)(C(=O)OC)C(F)(F)F)c(/N=C/N(C)C)s1 (stereo not drawn) | 72 | 12

An excerpt from above in order of count of non-hydrogen atoms, rising:
SMILES | BAP1 inh | HePTP inh
O=C1c2ccccc2C(=O)N1CC1CS1 (stereo not drawn) | x | -9
c1cncc(CN2CCN(C3CC4CCC3C4)CC2)c1 (stereo not drawn) | x | -16
NC(=O)OCCSc1nnc(-c2cccc(C(N)=S)c2)o1 | 99 | 4
CCOC(=O)c1c(C)n(Cc2ccco2)c2ccc(OC)cc12 | 88 | -9
Cc1nn(-c2ccccc2)c2c1CC1(C(=O)N(C)C(=O)N(C)C1=O)C1CCCCN21 (stereo not drawn) | 115 | -6

Next section.
SMILES | BAP1 inh | HePTP inh
COc1ccc(-c2ccc(C=C3C(=O)NC(=O)NC3=O)o2)c([N+](=O)[O-])c1 | x | 11
CN1CCN(c2ccccc2[N+](=O)[O-])CC1 | x | 6
CN(C=O)CP(=O)(O)CN(C)C=O | 103 | 2
CC(C)(C)OC(=O)c1c(N)n(Cc2ccco2)c2nc3ccccc3nc12 | 616 | x
CCCOC1NC(=N[N+](=O)[O-])NC1OCCC (stereo not drawn) | x | 4
CCCCn1c(O)c(C(C)=Nc2ccc(OCC)cc2)c(=O)[nH]c1=O | 73 | -4
N[C@@H](Cc1c[nH]c2ccccc12)c1nnc(SCc2ccc(Cl)cc2)o1 | 99 | 8
CCC(=NCC1CCCO1)c1c(O)[nH]c(=O)[nH]c1=O (stereo not drawn) | 94 | 0
O=C(C(Cc1ccccc1)NS(=O)(=O)c1ccc(F)cc1)N1CCC2(CC1)OCCO2 (stereo not drawn) | 98 | 11
CCCN(CCC)[C@@H]1CCc2ccc(O)cc2C1 | 100 | x
CC(C)(O)[C@@H]1[C@H]2OC(=O)[C@@H]1[C@]1(O)C[C@H]3O[C@]34C(=O)O[C@H]2[C@]14C (tested in a mixture with another compound) | 85 | x
CNCCc1c[nH]c2ccc(O)cc12 | 95 | x
Cc1cccc(C)c1N1CCN(c2c(C)cccc2C)CC1 | x | -3
CCCc1nc2ccccc2c(=O)n1-c1cccc(OC)c1 | 66 | x
COc1ccc2c(c1)CC1(CN2C)C(=O)NC(=O)N(c2ccc(C)cc2)C1=O (stereo not drawn) | 100 | 4
COc1ccccc1-n1c(/C=C/c2ccc(O)c(O)c2)nc2ccccc2c1=O | x | -1
Cc1cc(C)cc(N2C(=O)NC(=O)/C(=C\C=C\c3ccccc3)C2=O)c1 | x | 3
Cc1cccc(-n2c(/C=C/c3ccc(O)cc3)nc3ccccc3c2=O)c1 | x | 10
Cc1[nH]c2ccc(O)cc2c1CCN | 95 | x
O=c1oc2ccccc2c2c1C(c1ccccc1)c1c(c3ccccc3oc1=O)O2 | x | 1
Cc1cc(C=C2C(=O)NC(=O)NC2=O)c(C)n1-c1ccc(N(C)C)cc1 | x | -3
O=P(Nc1ccccc1Cl)(Oc1ccccc1)Oc1ccccc1 | 97 | x
Cc1ccc(S(=O)(=O)n2cc(C=C3C(=O)NC(=O)NC3=O)c3ccccc32)cc1 | x | 10
O=C(Nc1ccc(Br)cc1C(=O)c1ccccc1)c1ccc(F)cc1 | x | 0
CC(C)Cn1cc(C(=O)N2CCC3(CC2)OCCO3)c2c3ccccc3n(C)c2c1=O | 169 | 6
O=C1NC(=O)C(=Cc2ccc(-c3ccc(C(=O)O)cc3)o2)C(=O)N1 | x | 6
O=c1c2ccccc2nc(/C=C/c2ccc(O)cc2)n1-c1ccccc1[N+](=O)[O-] | x | -11
O=C(N/N=C1/CN2CCC1CC2)c1cc2ccccc2cc1O | x | -11

Three entries drawn at random from those above:
SMILES | BAP1 inh | HePTP inh
Cc1[nH]c2ccc(O)cc2c1CCN | 95 | x
CCCCCn1c(=O)c(C(=O)Nc2ccncc2)c(O)c2ccccc21 | 35* | 8
O=[N+]([O-])c1ccc(NCCNCCO)c2ncccc12 | x | -6
